# From PubChem
# GlmU inhibition – inhibition of mycobacterial GlmU enzyme – biochemical, glucosamine-1-phosphate acetyltransferase (AID 1376). M. tuberculosis GlmU acetyltransferase enzyme assay; higher % means a stronger effect. inhibition, %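 (tested at 30 µM in the primary screen)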; hits with a dose series show IC50 in µM. 220,000 tested, 0.25% active; in the data active = inhibition above about 13%;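 note: 0% = complete reaction with vehicle and 100% = reaction without substrate; strong numbers were not always called active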
# RmlCD inh 1536 – blocks M. tuberculosis RmlC and RmlD coupled enzymes. inhibition, % at 3.6 µM. AID 1533. RmlC+RmlD coupled enzyme assay, percent inhibition; primary screen in compound mixtures. 160,000 tested, 0.03% active; in the data active = inhibition mostly above about 34%, no sharp cut-off; note: some results filed as inactive read as strong as hits
# Target sequence (P9WH09 whole entry, looked up): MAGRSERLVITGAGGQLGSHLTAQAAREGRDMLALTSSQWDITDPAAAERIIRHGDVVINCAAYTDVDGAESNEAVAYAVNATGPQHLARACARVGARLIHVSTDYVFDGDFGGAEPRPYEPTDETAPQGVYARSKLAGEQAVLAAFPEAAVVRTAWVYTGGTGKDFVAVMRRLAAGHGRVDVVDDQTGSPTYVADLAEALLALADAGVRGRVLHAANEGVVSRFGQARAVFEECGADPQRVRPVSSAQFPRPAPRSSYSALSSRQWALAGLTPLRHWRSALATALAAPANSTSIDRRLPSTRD
# Target sequence (P9WH11 whole entry, looked up): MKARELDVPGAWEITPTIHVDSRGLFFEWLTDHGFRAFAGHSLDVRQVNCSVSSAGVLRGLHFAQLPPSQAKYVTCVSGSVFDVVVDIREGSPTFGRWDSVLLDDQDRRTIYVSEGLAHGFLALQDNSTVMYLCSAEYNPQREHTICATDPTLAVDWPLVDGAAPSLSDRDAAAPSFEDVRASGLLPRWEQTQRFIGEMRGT
# Active calls of the source: *; nt = no result given. Only part of the results is shown; rates above refer to the full screens.
compound | GlmU inhibition | RmlCD inh 1536
COc1ccc2c(c1)C(=NNC(=O)c1ccccn1)c1cc(OC)ccc1-2 | -1.9% | -9
CCOC(=O)CSC1=C(C#N)C(c2ccc3c(c2)OCO3)CC(=O)N1 (stereo unspecified) | -5.2% | 7
Cc1cc(NC(=O)c2ccc(Cl)cc2)c(C(C)C)cc1O | 5.2% | 7
CCCc1cc(=O)[nH]c(SCc2ccc(F)cc2)n1 | 1.9% | nt
O=C(COC(=O)c1ccccc1O)NCCC1=CCCCC1 | -0.4% | 3
CCC(C)NC(=O)/C=C/c1ccc(S(=O)(=O)NCc2ccco2)cc1 (stereo unspecified) | -1.2% | -1
Cc1ccc(OCC(=O)Nc2ccccc2[N+](=O)[O-])c(Br)c1 | -0.8% | -12
COc1ccc(S(=O)(=O)N2CCCCC2)cc1-n1cnnn1 | -3.9% | 11
O=C(Cn1c(=O)n(Cc2ccco2)c(=O)c2c3c(sc21)CCCCC3)c1ccccc1 | 0.9% | -6
CC1(C)CC(NC(=S)Nc2ccc([N+](=O)[O-])cc2)CC(C)(C)N1 | -7.2% | 12
O=S(=O)(NC1CCCC1)c1ccccc1Cl | 4.3% | 2
CCOc1ccc(-c2nc(C#N)c(N3CCOCC3)o2)cc1 | 0.4% | nt
CCN(CC)CCNC(=O)c1ccccn1 | 1.3% | -8
CC1(C)Cc2ccccc2C(NNC(=O)c2ccncc2)=N1 | -0.4% | 7
CCCCn1c(NCc2ccccc2NS(=O)(=O)c2ccc(C)cc2)nc2ccccc21 | -7.0% | -7
CCNC(=S)N(Cc1ccc2c(c1)OCO2)C1CC(=O)N(c2ccc(F)cc2)C1=O (stereo unspecified) | 9.2% | nt
CC1CCCCN1C(=O)/C(=C\c1ccccc1)c1ccccc1 (stereo unspecified) | 3.2% | -12
CC(C)(C)C(=O)Nc1cccc2[nH]ncc12 | 6.9% | 12
COc1ccc(/C=N/NC(=O)CCc2nc3ccccc3[nH]2)cc1 | 2.1% | -15
CCOc1ccc(OCCCC(=O)NC2=NCCS2)cc1 | 2.8% | nt
O=c1c2ccccc2oc2nc3n(c(=O)c12)CCCS3 | 4.2% | 5
O=C1c2ccccc2C(=O)N1CN(C(=O)COc1ccc(Cl)cc1Cl)c1cccc(F)c1 | 2.9% | 6
O=C(NC1CC2CCCC(C1)N2Cc1ccco1)NC12CC3CC(CC(C3)C1)C2 (stereo unspecified) | 0.5% | nt
O=C(CN1CCN(c2ncccn2)CC1)N1CCCC1 | 1.7% | 10
Cc1ccc(C(=O)Cn2nnc3ccccc32)cc1 | -4.8% | nt
CN(C)CC(C)(C)CNS(=O)(=O)c1ccc(Cl)s1 | -6.9% | 11
COc1ccc(CNC(=O)Cn2nc(C(F)(F)F)c3c2CCC3)cc1 | 8.7% | nt
CC(C)C(=O)NNc1ccccc1 | -3.7% | 6
COc1cc(NS(=O)(=O)c2ccc(NC(=O)COc3ccc(C)cc3)cc2)nc(OC)n1 | 2.4% | 44
COC(=O)C1=C(C)NC(=O)CC1c1cccc(OC)c1OC (stereo unspecified) | 6.1% | 7
COCCNC(=S)N(CCc1c(C)[nH]c2ccc(C)cc12)Cc1ccco1 | -1.6% | 5
CC1CCCC(NC(=O)c2ccc3c(=O)n(CC4CCCO4)c(=O)[nH]c3c2)C1C (stereo unspecified) | 6.1% | 10
COc1ccc(/C=C2\Sc3ccc(C(=O)NCc4cccnc4)cc3N(C)C2=O)cc1OC | -9.5% | 4
CCN(CC)CCCNC(=O)CCC(=O)NNc1nc2ccccc2c2nc(C)nn12 | 0.6% | -15
C=CCNC(=S)Nc1ccc(Cl)cc1F | -0.7% | 7
COC(=O)c1ccccc1S(=O)(=O)N(Cc1ccco1)Cc1cc2cc(OC)ccc2[nH]c1=O | 4.7% | -8

# Copied from the entries so far for reference:
compound | GlmU inhibition | RmlCD inh 1536
Cc1ccc(C(=O)Cn2nnc3ccccc32)cc1 | -4.8% | nt
CN(C)CC(C)(C)CNS(=O)(=O)c1ccc(Cl)s1 | -6.9% | 11

# Gathered by group, those above containing an NH in an aromatic ring (6)
compound | GlmU inhibition | RmlCD inh 1536
CCCc1cc(=O)[nH]c(SCc2ccc(F)cc2)n1 | 1.9% | nt
CC(C)(C)C(=O)Nc1cccc2[nH]ncc12 | 6.9% | 12
COc1ccc(/C=N/NC(=O)CCc2nc3ccccc3[nH]2)cc1 | 2.1% | -15
COCCNC(=S)N(CCc1c(C)[nH]c2ccc(C)cc12)Cc1ccco1 | -1.6% | 5
CC1CCCC(NC(=O)c2ccc3c(=O)n(CC4CCCO4)c(=O)[nH]c3c2)C1C (stereo unspecified) | 6.1% | 10
COC(=O)c1ccccc1S(=O)(=O)N(Cc1ccco1)Cc1cc2cc(OC)ccc2[nH]c1=O | 4.7% | -8

# New compounds follow:
compound | GlmU inhibition | RmlCD inh 1536
S=C(Nc1ccccc1)N1CCn2c1nc1ccccc12 | 2.6% | 5
O=C(CSc1nc(-c2ccc(F)cc2)nc2c1Cc1ccccc1O2)Nc1ccc(C(=O)O)cc1 | 1.7% | -3
N#CCCN1CCNCC1 | 3.7% | nt
CC(C)(C)C1CCc2[nH]c3ccccc3c(=O)c2C1 (stereo unspecified) | -2.5% | nt
O=C(NCc1ccccc1)C(=O)NCC1OCCN1S(=O)(=O)c1ccc2c(c1)OCCO2 (stereo unspecified) | -3.0% | nt
Cc1c(NC(=O)C(CC(=O)O)NCc2ccco2)c(=O)n(-c2ccccc2)n1C (stereo unspecified) | 2.2% | 4
C=CCOC(=O)C1=C(C)NC(=O)NC1/C=C/c1ccccc1 (stereo unspecified) | -2.5% | nt
Cc1cc(C(=O)N/N=C/c2c(C)nn(-c3ccccc3)c2C)n[nH]1 | 0.1% | 8
O=C(NN1C(=O)C2C3C=CC(C3)C2C1=O)C(O)c1ccccc1 (stereo unspecified) | -0.4% | 0
CC(=O)c1ccc(NC(=O)CCNS(=O)(=O)c2cccc3nonc23)cc1 | 0.5% | 14
CCn1c(-c2ccc(Cl)cc2)n[nH]c1=S | -2.8% | 6
CC(O)CNc1nc2ccccc2n1CC(=O)NC12CC3CC(CC(C3)C1)C2 (stereo unspecified) | -1.5% | -11
COc1ccc(C(=O)CSc2nnc(CNC(=O)c3ccc(OC)cc3)n2C)cc1 | 5.3% | -10
COc1cc(/C=N/NC(=O)C(=O)Nc2ccccn2)ccc1O | -2.9% | -1
COc1cc(-c2nnc3sc(-c4cccs4)nn23)cc(OC)c1OC | 4.1% | -7
CN1CCN(c2nc3c(c(=O)n(C)c(=O)n3C)n2CCSc2nc3ccccc3s2)CC1 | -7.3% | nt
O=C(Nc1ccccc1F)c1coc(=O)c(Br)c1 | 2.1% | -5
CCn1c(Oc2ccc(F)cc2)nc2c1c(=O)n(C)c(=O)n2C | -4.4% | -13
O=C(CN(Cc1cccs1)S(=O)(=O)c1ccc(S(=O)(=O)NC2CCCCC2)cc1)Nc1ccccc1 | 5.8% | -9
CC(=O)NC1(NC(C)=O)CCN(C)C(c2ccccc2)C1C (stereo unspecified) | 1.8% | nt
COc1cc(/C=N/NS(=O)(=O)c2ccccc2)ccc1OS(=O)(=O)c1ccc(C)cc1 | 0.4% | nt
Cc1cc(NC(=O)c2cccc(S(=O)(=O)N3CCCCCC3)c2)no1 | 2.2% | nt
CC(=O)c1c(C)[nH]c(C(=O)N2CCc3ccccc3C2)c1C | -1.5% | nt
Cc1c(Cl)c(C(=O)N2CCCc3ccccc32)nn1C | -1.5% | -7
N#CC(c1ccc(Cl)nn1)c1ccc(Cl)cc1Cl (stereo unspecified) | -1.3% | nt
CCC1CCCCN1C(=S)NC(=O)c1cccs1 (stereo unspecified) | -3.7% | 4
COC1=CCC2([N+](=O)[O-])CN(CC(=O)O)CC1([N+](=O)[O-])C2 (stereo unspecified) | 5.3% | nt
Cc1ccc2c(c1)COc1c3ccc(C(=O)N[C@@H](C)CO)cc3nn1-2 | -3.8% | nt
O=C(CN1CCCCC1)c1cccc(Br)c1 | 0.9% | 5
COc1ccc(CNC(=O)[C@@H]2CC=C[C@@H]3CCN(Cc4ccccc4)C(=O)[C@@H]32)cc1 | -3.1% | nt
CC1CCCC(C)N1C(=O)CSc1nc2ccccc2s1 (stereo unspecified) | -0.3% | -5
CCc1ccc(-n2c(SCC(=O)N3CCC(C(=O)O)CC3)nnc2-c2ccncc2)cc1 | 15%* | -5
CCOC(=O)C1=C(CS(=O)(=O)c2ccc(C)c(C)c2)NC(=O)NC1c1ccc(O)cc1 (stereo unspecified) | 3.4% | -11
CC1(C)Cc2c(sc3c2C2=NCCN2C=N3)CS1 | 2.1% | 10
CCCCc1nnc(NC(=O)C2CC(=O)N(c3ccc4c(c3)OCCO4)C2)s1 (stereo unspecified) | 2.7% | 8
Cc1nc(N2CCC(C)CC2)c2c(C)c(C(=O)Nc3ccc(C(F)(F)F)cc3)sc2n1 | -4.6% | -13

# Part of the list above in another layout:
# Results follow in this order: GlmU inhibition	RmlCD inh 1536
COc1ccc(CNC(=O)[C@@H]2CC=C[C@@H]3CCN(Cc4ccccc4)C(=O)[C@@H]32)cc1
    -3.1%	nt
CC1CCCC(C)N1C(=O)CSc1nc2ccccc2s1 (stereo unspecified)
    -0.3%	-5

# Continuation.
compound | GlmU inhibition | RmlCD inh 1536
CCOC(=O)c1c(C)[nH]c(C(=O)CSc2nc3ccccc3o2)c1C | -3.5% | -9
O=C(NCc1cccnc1)c1ccc(COc2ccc3c(c2)CCC3)o1 | 0.8% | nt
CCCCCn1c(Sc2ccccc2)nc2c1c(=O)[nH]c(=O)n2C | 3.0% | 5
C/C(=N\NC(=O)C(N)=O)c1ccc(Br)cc1 | 2.3% | 6
Cc1ccc(CNCC(O)(c2ccc(F)cc2)c2ccc(F)cc2)cc1 | -0.3% | -4
COc1ccc(C(CC(=O)Nc2ccccc2OC)n2cccc2)cc1 (stereo unspecified) | 3.0% | -3
COc1ccc(-c2n[nH]c(=S)n2/N=C/C=C/c2ccccc2OC)cc1 | 3.8% | -8
COc1ccc2c(Cl)c(C(=O)N/N=C/c3c(C)[nH]c4ccccc34)sc2c1 | -4.7% | nt
Cc1ccc(S(=O)(=O)Nc2cc(-c3ccccc3)nn2C)cc1Cl | -0.1% | 2
Cc1ccc(C(=O)NCCN2C3=NC[C@H](C(C)C)N3C[C@H]2Cc2ccc(O)cc2)cc1Br | -9.3% | nt
NS(=O)(=O)c1ccc(N=NN2CCCCC2)cc1 | 8.3% | -6
CCN1CCN(S(=O)(=O)c2cc(OC)c(Cl)cc2OC)CC1 | -0.6% | nt
CC/C(=C\C(=O)c1ccncc1)Nc1ccc(Br)cc1 | 0.6% | nt
Cc1[nH]c2ccccc2c1SCCNC(=O)c1ccc(S(=O)(=O)N2CCCC2)cc1 | -4.4% | nt
CCCC(=O)Nc1ccc(C(=O)Nc2ccc([N+](=O)[O-])cc2OC)cc1 | 4.2% | 4
Cc1ccc(C)c(N2CCN(C(=O)Nc3ccc4c(c3)N(C)C(=O)CS4)CC2)c1 | -6.4% | 5
Cc1ccc(C)c(N2CCN(C(=O)Cn3c(=O)[nH]c4ccsc4c3=O)CC2)c1 | -4.5% | -4
O=C(O)Cc1sc(Nc2ccc(Cl)cc2)nc1-c1cccs1 | 0.6% | 57
N=c1n(CC(=O)c2ccc([N+](=O)[O-])cc2)c2ccccc2n1Cc1ccc(Cl)cc1 | -4.7% | 23
O=C(NC1CC1)C1=C[C@@H](c2coc3ccccc3c2=O)C[C@@H](OCCCCO)O1 | 2.8% | nt
O=C(O)c1ccccc1C(=O)Nc1ccc(-n2nccc2C(F)(F)F)cc1 | 2.5% | 7
Cc1cc(C2=NNC(=NC3CC3)SC2)c(C)n1-c1ccccc1 | -1.9% | -5
COc1ccc(/C=N/N2CCN(C)CC2)cc1O | -4.5% | 7
Cc1ccccc1OCC(=O)N(Cc1cccs1)C1CCS(=O)(=O)C1 (stereo unspecified) | 2.6% | 0
CCOc1cc(C(=O)Nc2ccc(N3CCN(S(C)(=O)=O)CC3)cc2)cc(OCC)c1OCC | 0.3% | nt
CCc1nnc(N/N=C/c2ccc(N3CCC(C)CC3)c([N+](=O)[O-])c2)n1N | -0.9% | 1
Cc1cc(C(=O)CN2C(=O)NC3(CCCCC3C)C2=O)c(C)n1Cc1cccs1 (stereo unspecified) | -4.2% | -7
C=CCn1c(SCC(=O)c2ccc(F)cc2)nnc1-c1ccc2c(c1)OCO2 | -5.3% | 7
COc1ccc(CCNC(=O)C(=O)N/N=C/c2cccs2)cc1OC | 2.2% | -11
CC1CCCN(C(=O)c2ccc(S(=O)(=O)N3CCC(c4nc5ccccc5s4)CC3)cc2)C1 (stereo unspecified) | -0.1% | nt
CC(C)C(C(=O)NC1CCCCC1)N(CC1CCCO1)C(=O)CNS(=O)(=O)c1ccc(F)cc1 (stereo unspecified) | -3.5% | 0
COc1ccc(C2CC2/C(C)=N/OC(=O)C2CC2)cc1 (stereo unspecified) | -5.0% | nt
O=C(CCc1c[nH]c2ccccc12)N1CCN(c2ccc(F)cc2)CC1 | 5.4% | nt
c1coc(-c2nc(-c3ccco3)c(-c3ccco3)nc2-c2ccco2)c1 | 17% | 47
COc1ccc(C)cc1NC(=O)c1ccc(-c2ccc(C(C)=O)cc2)o1 | 7.6% | 7
COCCN=C1OC(=O)N2C(=O)C3=C4[C@@H](C[C@H]5C(=O)N(c6ccccc6)C(=O)[C@H]5[C@H]4[C@@]12Cc1ccccc1)[C@H]1C(=O)N(c2ccccc2)C(=O)[C@H]1[C@H]3C | 6.2% | -12
COc1cc(CNc2ccc(N3CCOCC3)cc2)cc(Br)c1OC | -4.0% | 7
Cc1cccc2c1OCC/C2=N\NC(=O)COc1ccccc1 | 1.7% | 7
Cc1ccc2[nH]c(O)c(N=Nc3nc4ccccc4s3)c2c1 | -3.9% | nt
CC(=O)N(Cc1cc(=O)[nH]c2ccccc12)c1ccc(C)cc1 | -3.5% | 8
